Lipid droplet – modulators of hepatic lipid droplet formation; AML12 mouse hepatocytes, oleate lipid droplets, BODIPY imaging; inhibition, % at 6.5 µM; actives 0.4% (n = 240,000); AID 1656;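 active means lipid droplet intensity inhibited by at least 50%, with more than 500 cells counted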
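Test system: AML12 mouse liver cells; schedule: overnight exposure; technique: high-content imaging of BODIPY-stained droplets and DAPI nuclei; read-out: % inhibition of corrected integrated BODIPY droplet signal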
NOD2 inhibition – NOD2 signaling inhibitors, cell-based, luminescence, uHTS, HEK293 (AID 1566); HEK293 NOD2/NF-kB luciferase reporter, luminescence; higher % means a stronger effect; one-dose inhibition, % at 4 µM; EC50 in µM for titrated hits; actives 0.63% (n = 290,000); in the data active means inhibition above about 50%; further: many of its hits are not listed in these tables
Lipid droplet cells 6.5 µM – further read-out of Lipid droplet, marked with its call; cell count; measured here: cell count, cytotoxicity flag;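 cells counted across two imaged fields per well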
An asterisk follows results filed as active. Some of the compounds tested; rates above refer to the full screens.

Each structure is followed by: Lipid droplet | Lipid droplet cells 6.5 µM | NOD2 inhibition
COC(=O)C(NC(=O)CCC(=O)N[C@@H](C(=O)OC)c1ccccc1)c1ccccc1 (some centres not stated)
  3.8 | 854 | 11.7%
COc1ccc(OC)c(NC(=O)Cn2nc(C)c3ccccc3c2=O)c1
  -12.2 | 722 | 13.6%
COc1cc(C(=O)OC(C)CN2C(C)CCCC2C)cc(OC)c1OC (configuration not stated)
  4.6 | 823 | -13.2%
O=C(CC12CC3CC(CC(Br)(C3)C1)C2)Nc1nncs1
  -6.9 | 758 | -4.3%
CCC(C)NC(=O)c1ccc(N2CC3CC(C2)c2cccc(=O)n2C3)c(NC(=O)c2ccc(Br)o2)c1 (configuration not stated)
  -13.6 | 759 | -5.6%
O=C(NCCc1ccc2c(c1)OCCO2)c1ccccn1
  2.2 | 803 | -48.4%
COc1ccc2nc3cc(Cl)ccc3c(Nc3cc(CN4CCCC4)c(O)c(CN4CCCC4)c3)c2n1
  -28.9 | 618 | 12.5%
O=C(COC(=O)c1ccc(Br)cc1)NC1CCCC1
  -23.9 | 772 | 10.3%
O=C(O)c1ccc(COc2ccc([N+](=O)[O-])cc2)o1
  -5.9 | 857 | 21.9%
O=Cc1ccccc1-c1cn(CN2C(=O)c3ccccc3C2=O)nn1
  7.3 | 785 | 3.0%

3 of the entries above in order of their number in NOD2 inhibition, descending.
SMILES | NOD2 inhibition
O=C(O)c1ccc(COc2ccc([N+](=O)[O-])cc2)o1 | 21.9%
COc1ccc2nc3cc(Cl)ccc3c(Nc3cc(CN4CCCC4)c(O)c(CN4CCCC4)c3)c2n1 | 12.5%
O=C(CC12CC3CC(CC(Br)(C3)C1)C2)Nc1nncs1 | -4.3%

The list continues.
Each structure is followed by: Lipid droplet | Lipid droplet cells 6.5 µM | NOD2 inhibition
CCn1cc2nc(SCC(=O)Nc3ccccc3F)n(Cc3ccccc3)c(=O)c2n1
  -2.1 | 632 | 20.2%
Cc1nnc2sc(COc3ccccc3)nn2c1=O
  -3.9 | 740 | 4.6%
COc1cccc2cc(C(=O)Nc3ccccc3C)/c(=N/O)oc12
  12.5 | 841 | 6.1%
CC(=O)Nc1nonc1-c1nc2ccccc2n1C
  -12.8 | 835 | -11.2%
C=C(C)Cn1c(=O)c2c(nc3n2CCCN3Cc2ccccc2)n(C)c1=O
  -5.2 | 744 | 7.8%
Cc1cccc(C(=O)OCC(=O)N(C)c2ccccc2)c1C
  -24.3 | 794 | -3.5%
Cc1c(OCC(=O)N[C@@H](CSCc2ccccc2)C(=O)O)ccc2c3c(c(=O)oc12)CCC3
  -8.0 | 750 | 20.5%
CN(Cc1c(C(=O)N2CCCCCCC2)nc2ccc(Cl)cn12)C1CCOC1 (configuration not stated)
  -3.3 | 637 | -10.4%
COc1cc(OC)c(OC)cc1CNC(=O)CCN1C(=O)c2cccc([N+](=O)[O-])c2C1=O
  -20.8 | 731 | 9.3%
COc1cccc(-c2nc(CS(=O)(=O)CC(=O)Nc3ccccc3Cl)c(C)o2)c1
  -1.3 | 738 | -0.9%

Each structure is followed by: Lipid droplet | Lipid droplet cells 6.5 µM | NOD2 inhibition
Cc1cc(C)c(C(=O)N2CCCC(CNS(=O)(=O)N(C)C)C2)o1 (configuration not stated)
  1.3 | 750 | 7.3%
O=C(O)c1ccccc1OC(C(=O)Nc1cc(Cl)cc(Cl)c1)c1ccccc1 (configuration not stated)
  -4.4 | 797 | -16.5%
Cc1ccccc1-c1nnc(CS(=O)(=O)c2ccccc2)o1
  -9.3 | 879 | -99.4%
COc1cc(OC)c(NC(=O)CN(C)S(=O)(=O)c2ccc3[nH]c(=O)oc3c2)cc1Cl
  -1.6 | 643 | 19.2%
O=C(CSc1ncn[nH]1)N/N=C/c1ccc(F)cc1
  -18.1 | 636 | 20.5%
CCCN(CCC)CCCNC(=O)c1cc2c(=O)[nH]c3ccccc3c2s1
  -10.6 | 786 | 25.8%
Cc1ccc(C(=O)NCC(=O)Nc2ccncc2)cc1C
  -1.2 | 801 | 6.3%
COc1ccc(C(=O)N/C(=C\c2cn(S(=O)(=O)N(C)C)c3ccccc23)C(=O)NCCCN2CCOCC2)cc1
  -2.5 | 740 | 15.4%
COC(=O)COc1ccc(/C=N/NC(=O)CN(c2ccccc2OC)S(=O)(=O)c2ccccc2)cc1
  -0.6 | 837 | -8.2%
Cc1cccc(NC(=O)CCN2CCC(C)CC2)c1
  -50.9 | 770 | -18.4%

Each structure is followed by: Lipid droplet | Lipid droplet cells 6.5 µM | NOD2 inhibition
COc1ccc(C=O)cc1CN1CCCN(Cc2ccccc2F)S1(=O)=O
  23.2 | 834 | 0.7%
NS(=O)(=O)c1ccc(CCNC(=O)CN2CCN(Cc3cccc(C(F)(F)F)c3)CC2)cc1
  1.9 | 749 | 22.9%
Cc1cc(=O)n2nc(N3CCCC(C(=O)NCc4cccc(Br)c4)C3)sc2n1 (configuration not stated)
  -38.7 | 654 | 4.9%
CCOC(=O)c1sc2c(c1C)c(=O)n(Cc1ccccc1)c(=O)n2CCN(C)C
  4.0 | 686 | 21.3%
CC(C)CN(C(=O)CN1C(=O)C2CCCCC2C1=O)c1c(N)n(Cc2ccccc2)c(=O)[nH]c1=O (configuration not stated)
  -7.9 | 665 | -4.4%
Cc1ccc(OC(C)C(=O)Nc2ccncc2)cc1 (configuration not stated)
  -6.6 | 765 | 23.9%
CC(=O)N1CCc2cc(S(=O)(=O)C(C)CC(=O)Nc3ccc(OC(F)(F)F)cc3)ccc21 (configuration not stated)
  -12.2 | 739 | 24.3%
CC(=O)N1CCN(c2nnc(-c3ccc(C)cc3)c3ccccc23)CC1
  6.1 | 732 | 25.3%
CCn1c(SCC(=O)NCc2ccco2)nnc1C1CCCC1
  -3.3 | 800 | 5.8%
CC(C)C(=O)Nc1nnc(S(=O)(=O)N2c3ccccc3CC2C)s1 (configuration not stated)
  8.7 | 746 | -0.6%

Each structure is followed by: Lipid droplet | Lipid droplet cells 6.5 µM | NOD2 inhibition
Clc1cc(Br)ccc1OCCOCCN1CCCC1
  -9.8 | 744 | 6.9%
Cc1ccc(-n2nc(C)c3c(C)c(CCC(=O)NCCCOC(C)C)c(C)nc32)cc1
  -8.5 | 801 | 19.9%
COc1ccc(NC2CCCN(C(=O)c3csc(C(C)C)n3)C2)cc1OC (configuration not stated)
  0.7 | 829 | 7.1%
O=C(N/N=C/c1ccc(O)cc1)c1ccncc1
  7.8 | 832 | -24.3%
COc1ccc(N2CCN(C(=O)c3cc4c(=O)n(Cc5ccccc5)ccc4nc3C)CC2)cc1
  4.8 | 735 | -4.7%
COc1ccc2oc(C(=O)OCC(=O)Nc3ccccc3)c(C)c2c1
  -1.9 | 898 | -16.6%
COC(=O)c1ccc(C2C(C(=O)c3cc4ccccc4o3)=C(O)C(=O)N2c2cc(C)on2)cc1 (configuration not stated)
  3.5 | 684 | 38.1%
O=C(Nc1ccc2c(c1)C(=O)NC2=O)c1ccccc1Cl
  -1.7 | 731 | 14.0%
Cc1nc(N2CCN(c3ccccn3)CC2)c2c(C)c(C(=O)Nc3c(C)cc(Br)cc3C)sc2n1
  -2.6 | 723 | 31.4%
Cc1nnc(NC(=O)CN2CCN(Cc3ccccc3Cl)CC2)s1
  7.5 | 848 | 2.1%

SMILES,Lipid droplet,Lipid droplet cells 6.5 µM,NOD2 inhibition
COc1ccc(/C(C)=N/NC(=O)c2ccc3nc[nH]c3c2)cc1,-2.1,686,-3.5%
C=CCN(C(=O)c1csnn1)C(C(=O)NCc1ccc(F)cc1)c1ccc(F)cc1 (configuration not stated),-4.0,789,0.9%
CC(C)C(=O)N(Cc1ccccc1)S(=O)(=O)c1ccc2c(c1)oc(=O)n2C,15.7,717,4.2%
CC(NC(=O)c1ccc(N2CCCC2)c([N+](=O)[O-])c1)c1ccc(S(N)(=O)=O)cc1 (configuration not stated),2.3,662,1.2%
COCCCn1c(=O)c2sccc2n2c(CCCC(=O)NCc3ccccc3)nnc12,1.4,729,15.3%
O=C1CC[C@H](O)CCN1[C@H](CSc1ccccc1)Cc1ccccc1,-0.2,797,-4.1%
Cc1cccc(NC(=O)CSc2nnc(NC(=O)C3CC3)s2)c1C,-6.1,786,5.3%
COc1ccc(C(=O)NC(=S)N2CCNC(=O)C2CC(=O)OC(C)C)cc1 (configuration not stated),2.7,695,-3.0%
CCCN1CCN(CCCNC(=O)C(CC)n2nc(C)n3c(cc4occc43)c2=O)CC1 (configuration not stated),5.9,675,18.7%
Cc1cc(C)c(NC(=O)Cn2nnc(C(=O)NCc3ccc4c(c3)OCO4)c2N)c(C)c1,7.0,726,8.8%
O=C(Nc1c2c(nn1-c1ccc(F)cc1)CS(=O)C2)c1ccc2c(c1)OCO2 (configuration not stated),-5.5,590,-3.8%
CCOc1ccccc1NC(=O)CN1CCC(NC(=O)Nc2ccccc2)CC1,-2.9,781,-3.5%
Cc1ccccc1OCC(=O)Nc1cccc(Cl)c1C,-10.6,800,5.0%
CCCN1CCC(Oc2cccc(C(=O)NCCc3ccccc3)c2)CC1,-23.1,721,-9.1%
Cc1ccc2oc(C(=O)N3CCN(CCO)CC3)c(C)c2c1,-1.0,811,-6.8%

SMILES,Lipid droplet,Lipid droplet cells 6.5 µM,NOD2 inhibition
CCOC(=O)Cn1cnc2c(nnn2-c2ccccc2)c1=O,-11.9,721,-4.4%
COc1cc(NC(=O)c2cc3ccccc3cc2OC)ccc1NC(=O)c1cccs1,1.2,800,45.8%
CCOC(=O)C1CCN(CC(C)(C)NS(=O)(=O)c2ccc(C)cc2)CC1,-6.9,752,-32.5%
O=C(O)C1C2C=CC(C2)C1C(=O)NCc1ccccc1F (configuration not stated),1.1,862,4.4%
O=C(CCc1ccccn1)N1CCCC(Nc2ccc(F)cc2)C1 (configuration not stated),-10.4,755,-7.7%
COC(=O)c1ccc(Cn2nnc3c(=O)[nH]c(C4CCCN(S(=O)(=O)c5ccccc5)C4)nc32)cc1 (configuration not stated),-20.9,716,-2.6%
CC(=O)c1ccc(N2CCN(S(=O)(=O)c3c(C(=O)N4CCCC4)c(C)n(C)c3C)CC2)cc1,-21.3,766,9.4%
O=C(CN1CCOCC1)Nc1ccc(NC(=O)c2ccccc2F)cc1,-38.9,713,15.9%
CCCc1cc(=O)oc2c(C)c(O[C@@H]3O[C@H](CO)[C@@H](O)[C@H](O)[C@H]3O)ccc12,3.3,806,-1.5%
NCCNC(=O)c1c(NC(=O)c2ccccc2)sc2c1CCCC2,1.9,773,16.8%
CCOc1ccccc1/C=N/Nc1ccnc(=O)[nH]1,-19.2,837,-13.7%
Cn1c(=O)c2c(SCC(=O)NCC3CCCO3)nc(CC(C)(C)C)nc2n(C)c1=O (configuration not stated),-0.9,823,6.4%
Cc1ccc(-c2nc3ncccc3o2)cc1NC(=O)c1ccc([N+](=O)[O-])o1,-0.4,783,23.8%
Cc1ccccc1CNCc1ccc2c(c1)OCO2,10.7,836,-40.2%
CCOC(=O)N1CCC(NC(=O)c2ccc(CS(=O)c3ccc(Cl)cc3)o2)CC1 (configuration not stated),16.7,778,11.0%

The last three records of the part above lead into the next.
SMILES,Lipid droplet,Lipid droplet cells 6.5 µM,NOD2 inhibition
Cc1ccc(-c2nc3ncccc3o2)cc1NC(=O)c1ccc([N+](=O)[O-])o1,-0.4,783,23.8%
Cc1ccccc1CNCc1ccc2c(c1)OCO2,10.7,836,-40.2%
CCOC(=O)N1CCC(NC(=O)c2ccc(CS(=O)c3ccc(Cl)cc3)o2)CC1 (configuration not stated),16.7,778,11.0%
Cc1ccc(S(=O)(=O)Nc2ccccc2C(=O)N2CCCCC2C)c(C)c1NS(C)(=O)=O (configuration not stated),8.0,797,20.9%
CCCN(CCC)S(=O)(=O)c1cc(CN2C(=O)c3cccnc3C2=O)ccc1OC,-23.2,850,-4.7%
O=C(Nc1cccc(F)c1)C1CCN(C(=O)NCc2ccccc2)CC1,8.9,790,-12.6%
Cc1ccc(NC(=O)CN2CCN(Cc3ccccc3)CC2)cc1,3.9,735,3.0%
CN1CCN(C(=O)C2CCN(c3ncnc4c3nc3n4CCCCC3)CC2)CC1,3.5,758,-2.4%
C=CCNC(=O)c1oc2ccc(S(=O)(=O)N3CCC4(CC3)OCCO4)cc2c1C,-2.6,703,2.0%
COc1ccc(S(=O)(=O)N2CCN(C(=S)NCC3CCCO3)CC2)cc1OC (configuration not stated),-7.4,860,-10.2%
C/C(=N\Nc1nccnc1Cl)c1ccc(O)c(C)c1,-0.4,767,-18.1%
CC(=O)c1cc(C)ccc1OC(=O)CN1C(=O)c2ccccc2C1=O,-39.6,839,16.9%
O=C(CSc1ccc(Cl)cc1)N/N=C/c1ccc([N+](=O)[O-])o1,-14.8,820,69.6%*
CCC(NC(=O)c1cc(COc2cncc(Cl)c2)on1)c1ccncc1 (configuration not stated),65.1*,739*,13.4%
CC(C)c1c(C(=O)N/N=C/c2ccc(Cl)cc2Cl)nnn1-c1nonc1N,-17.7,635,-5.8%
[N-]=[N+]=NC[C@H](Cc1ccccc1)N1CC[C@@H](NC(=O)OCc2ccccc2)CCC1=O,-5.5,790,-21.1%
CC(C)(C)C(=O)NC(c1ccccc1)c1c(O)ccc2ccccc12 (configuration not stated),-11.6,792,16.0%
COc1cc(CNc2ccc3[nH]c(=O)[nH]c3c2)ccc1OCc1ccccc1F,-4.0,820,31.0%
Cc1cc(C)cc(CC(CC(=O)Nc2ccc(Cl)cc2)C(=O)O)c1 (configuration not stated),-9.4,835,22.1%
